Screening data (PubChem BioAssay)
IP6K1 inhibitor = Primary qHTS assay for small molecule inhibitors of Inositol hexaphosphate kinase 1 (IP6K1); Inositol hexakisphosphate kinase 1 (Homo sapiens), Q92551; IP6K1 kinase, ADP-Glo luminescence, 2 h; stronger effect = lower value; activity change, % (series mostly up to about 58 µM); 0.81% of 140,000 active; AID 1645851, 2021; in the data active = activity change below about -25%
Target sequence (Q92551 whole entry, looked up): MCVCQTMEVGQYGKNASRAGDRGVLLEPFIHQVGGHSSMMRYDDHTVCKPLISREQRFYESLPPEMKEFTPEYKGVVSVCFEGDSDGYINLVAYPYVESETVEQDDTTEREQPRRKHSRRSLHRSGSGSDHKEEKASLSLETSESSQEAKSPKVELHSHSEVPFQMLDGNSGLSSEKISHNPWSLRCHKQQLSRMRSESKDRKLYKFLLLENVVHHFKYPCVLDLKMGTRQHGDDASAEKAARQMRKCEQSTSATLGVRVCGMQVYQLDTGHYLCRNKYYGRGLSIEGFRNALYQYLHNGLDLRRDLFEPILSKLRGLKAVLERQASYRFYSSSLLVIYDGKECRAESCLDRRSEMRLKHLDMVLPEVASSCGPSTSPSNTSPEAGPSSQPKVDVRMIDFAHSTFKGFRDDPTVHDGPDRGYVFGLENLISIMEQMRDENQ
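ADP-Glo luminescence measures ADP made by human IP6K1 during a 2 h RT reaction with ATP/IP6 (mix at 1.3 mM/130 uM); top library doses 57.5 and 19.1 uM final.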
3T3 cytotox = Cytotoxic Profiling in NIH 3T3 Cell Line of Diverse Libraries Using Quantitative High-Throughput Screening. 4.3% of 94,000 active. Potency, µM (top dose mostly 96.7 µM), inactives show top-dose activity change, negative = cytotoxicity, most hits filed as inhibitors. NIH 3T3 viability, CellTiter-Glo ATP luminescence, 48-72 h; note: potency is the fitted concentration of half-maximal effect; nearly all actives have a fitted effect of over 55% in size
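Cytotoxicity was measured by CellTiter-Glo ATP luminescence after 48 or 72 h compound exposure at 37 °C. Mouse NIH 3T3 fibroblasts were seeded at 400 cells/well and dosed by 23 nL pin transfer.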
SNCA viab count = GF-AFC viability counterscreen for inhibitors of alpha-synuclein gene (SNCA) expression. HEK-293-SNCA-luc viability, GF-AFC fluorescence, 24 h. Potency, µM (top dose mostly 57.1 µM), for the others: at the top dose activity change, negative = cytotoxicity, hits mostly cytotoxic. 0.12% of 150,000 active. AID 1671193, 2021;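 note: potency is the fitted concentration of half-maximal effect; 0% = DMSO-treated cells and -100% = medium-only wells without cells; nearly all actives have a fitted effect of over 30% in size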
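Cytotoxicity counterscreen: after 24 h compound treatment of genome-edited SNCA-luciferase HEK-293 cells, live-cell protease substrate GF-AFC read by fluorescence after 30 min; activity scaled between DMSO (0%) and medium-only (-100%), curves Hill-fitted.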
SNCA expr inh = Primary qHTS assay for inhibitors of alpha-synuclein gene (SNCA) expression | Potency, µM (doses to about 57.2 µM), for inactives: top-dose activity change, negative = inhibition, hits mostly inhibitors | 0.17% of 140,000 active | HEK-293 SNCA-luciferase knock-in, luminescence, 24 h | AID 1671194, 2021;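 note: potency is the fitted concentration of half-maximal effect; plate controls were DMSO cells for no effect and cell-free wells for full effect; nearly all actives have a fitted effect of over 45% in size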
HEK293 tox = Cytotoxic Profiling in HEK 293 Cell Line of Diverse Libraries Using Quantitative High-Throughput Screening. 6.6% of 94,000 active. Potency, µM (doses to about 115 µM), for inactives: at the highest dose activity change, negative = cytotoxicity, hits mostly inhibitors. HEK 293 viability, ATP luminescence (CellTiter-Glo), 48-72 h; note: potency is the fitted concentration of half-maximal effect; nearly all actives have a fitted effect of over 60% in size
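HEK 293 seeded at 250 cells/well receive compound via pintool. After 48 or 72 hr at 37 degree Celsius, 5% CO2 and 95% humidity, CellTiter-Glo is dispensed and luminescence read following 10 min at room temperature.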
GPT2 inhibitor = Primary qHTS assay for inhibitors of Glutamate pyruvate transaminase 2 (GPT2). Alanine aminotransferase 2 (Homo sapiens), Q8TD30. Potency, µM (titrated, usually from 57.7 µM), for the others: at the top dose activity change, negative = inhibition, most hits filed as inhibitors. 0.25% of 100,000 active. AID 1671188, 2021. Recombinant GPT2, coupled pyruvate oxidase/HRP Amplex Red fluorescence; note: potency is the fitted concentration of half-maximal effect; nearly all actives have a fitted effect of over 60% in size; many of its hits are not listed in these tables
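Fluorescence of coupled pyruvate oxidase/HRP/Amplex Red system (50uM Amplex, 30 min, dark) reports pyruvate formed by GPT2. Enzyme reaction: 10ng/uL GPT2, 2mM L-alanine, 250uM a-KG, 30 min room temperature, pH 7.5; 50uM AOA control.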
FLuc inh = Firefly luciferase inhibition profiling of diverse chemical library using quantitative high-throughput screening; Luciferin 4-monooxygenase (Photinus pyralis), P08659; purified P. pyralis luciferase, luminescence, biochemical; Potency, µM (highest dose often 115 µM), without a hit: top-dose activity change, negative = inhibition, usual class: inhibitors; 2.5% of 76,000 active; note: potency is the fitted concentration of half-maximal effect; nearly all actives have a fitted effect of over 65% in size
Target sequence (P08659 whole entry, looked up): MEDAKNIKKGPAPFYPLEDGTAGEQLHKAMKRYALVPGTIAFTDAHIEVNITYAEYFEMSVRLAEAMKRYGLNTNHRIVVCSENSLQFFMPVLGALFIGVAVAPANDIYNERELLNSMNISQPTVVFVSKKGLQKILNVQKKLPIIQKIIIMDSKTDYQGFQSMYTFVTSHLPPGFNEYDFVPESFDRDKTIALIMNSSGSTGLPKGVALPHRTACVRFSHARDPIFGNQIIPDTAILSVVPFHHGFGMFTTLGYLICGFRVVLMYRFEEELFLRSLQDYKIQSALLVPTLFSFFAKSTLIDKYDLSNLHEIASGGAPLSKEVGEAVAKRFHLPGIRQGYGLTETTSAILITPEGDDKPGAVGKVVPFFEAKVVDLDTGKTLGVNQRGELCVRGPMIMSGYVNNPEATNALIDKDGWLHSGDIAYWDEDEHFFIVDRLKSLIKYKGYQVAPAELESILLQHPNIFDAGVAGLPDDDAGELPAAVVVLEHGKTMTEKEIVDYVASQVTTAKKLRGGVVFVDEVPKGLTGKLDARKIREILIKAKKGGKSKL
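Purified 10nM P. pyralis luciferase with 10uM D-luciferin and 10uM ATP in 50mM Tris acetate pH 7.5, 10mM Mg acetate, 0.01% Tween-20, 0.05% BSA. qHTS titration; luminescence read by CCD imager.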
The depositor's hits bear a star; i = inactive; ? = inconclusive; / = no result given; [ ] = dose if it differs, or a comment. Unless noted, calls come from the whole dose curve; as a rule, active = well fitted curve in the direction sought with a large enough effect; inconclusive = small, poorly fitted or top-dose-only effect, or another doubt; inactive = no such curve, though single readings can be large; an effect the other way counts as inactive or inconclusive. Unless noted, % is set by controls: 0 for no effect and ±100 for the full control effect. Only part of the results is shown; count on the stated rates, not on these rows.

mol | IP6K1 inhibitor | 3T3 cytotox | SNCA viab count | SNCA expr inh | HEK293 tox | GPT2 inhibitor | FLuc inh
O=C([C@H]1C[C@H](Oc2cccnc2)CN1S(=O)(=O)c1ccc(F)cc1)N1CCOCC1 | 25 | 1% | -5% | -2% | i | i | -1%
O=C(NCc1ccccc1)c1cccc(N2CCCS2(=O)=O)c1 | 7 | / | 16% | -19% | / | / | /
Cc1c(-c2ccccc2)[nH]c2c(CNC(=O)C3=NN(C)C(=O)CC3)cc(Cl)cc12 | -10 | 45µM* | -23% | 20% | 45µM* | 0% | 4µM*
CCCN(CCC)C(=O)Cn1nnc2sc(-c3ccccc3)cc2c1=O | -1 | / | 9% | 43%[activator] | / | / | /
CCCc1noc(-c2nc(-c3ccc4c(c3)OCO4)no2)n1 | 2 | -6% | 22% | 98%[activator] | -21% | i | 13µM*
COc1ccccc1N1CCN([C@H]2[C@@H]3OC[C@@H](O3)[C@@H](NCc3ccco3)[C@@H]2O)CC1 | -13 | -9%[138 µM] | 1%[87.6 µM] | -9%[87.6 µM] | -17%[172 µM] | -11%[88.5 µM] | -4%[172 µM]
CN1C(=O)C(c2ccccc2)CC12CCN(C(=O)Cc1ccccc1)CC2 (stereo not given) | 12 | -17% | -12% | -1% | i | 2% | 2%
CC(=O)N1CC2(CCN(Cc3ncccn3)CC2)CC1C(=O)O (stereo not given) | 2 | -11% | 3% | -16% | i | i | 10%
COc1cc(NC(=O)Cn2c(=O)n(Cc3ccccc3Cl)c(=O)c3cc(OC)c(OC)cc32)cc(OC)c1 | 13 | / | -3% | ? | / | / | /
CCOC(=O)c1cnc2c(C(F)(F)F)cccc2c1Nc1cccc(C(=O)OC)c1 | -8 | / | -18% | 7% | / | / | /
COc1cc(-c2ccnc3nc(C4CCC4)nn23)cc(OC)c1OC | -6 | ? | 0% | 5% | ? | i | 0%
O=C(NCCCn1cccn1)C1CN(S(=O)(=O)c2cccs2)CC12CCCCC2 (stereo not given) | 26 | -22% | -8% | -11% | -8% | i | -10%
COc1ccc(CN2CCC3(Cc4ccccc4CNC3=O)C2)cc1F (stereo not given) | -8 | -7% | -7% | 6% | -28% | -12% | /
COCCNC(=O)C[C@@H]1c2nc(NC(=O)c3cccc(F)c3)sc2C[C@@H]2[C@](C)(CO)[C@H](O)CC[C@]21C | 16 | ? | -4% | -18% | -13% | -10% | -8%
Nc1ncccc1CN1CC[C@@H]2OCC(=O)N(c3ccccc3)[C@H]2CC1 | -7 | ? | -3%[87.6 µM] | -12%[87.6 µM] | -24%[172 µM] | -5%[88.5 µM] | -3%[172 µM]
COc1ccc(Cl)cc1S(=O)(=O)N1CCC(n2cnnc2C)CC1 | 5 | 4% | 10% | -11% | -5% | -10% | -2%
Cc1ccc(-c2nccn3cc(C(=O)NCCc4ccccn4)nc23)cc1 | 24 | -8% | -1% | -2% | -1% | i | -10%
O=C(NCCCN1CCc2ccccc2C1)C1CCCCC(=O)N1Cc1ccccc1 (stereo not given) | -3 | -11% | -5% | ? | 0% | i | 3%
Cc1cc(NC(=O)c2ccc3c(c2)OCCN(C2CCC2)C3)ccc1F | -15 | ? | -10%[87.6 µM] | 51%[activator][87.6 µM] | ? | -2%[88.5 µM] | 22µM*
CCOc1ccccc1CNC(=O)CC(C)n1ccc(C)n1 (stereo not given) | 1 | / | 0% | 13% | / | / | /
CCn1nc(C(C)C)cc1C(=O)NCc1cccnc1N1CCN(C)CC1 | 0 | -7% | 3% | -15% | -4% | -1% | -10%
Cc1nc2scc(CC(=O)N3CCCC3)n2c(=O)c1-c1cc(C)n(-c2ccc(C(C)C)cc2)n1 | 15 | -28% | -14% | 2% | ? | 0% | -6%
O=C(Nc1cccc(Cl)c1)N1CC(n2cc(COc3ccccc3)nn2)C1 | 21 | ? | 1% | -1% | -26% | 4% | -9%
Cn1ncc2c(C(=O)NCCCNC(=O)OC(C)(C)C)cc(-c3ccccc3C(F)(F)F)nc21 | -1 | ? | / | / | ? | / | /
COc1ccc(N2CCN(C(=O)[C@H]3CCC[C@H]3NC(=O)c3cnc(C)cn3)CC2)cc1 | -1 | -11% | -11% | -5% | -2% | ? | 1%
CCOc1ccc2nc(SCC(=O)Nc3ccc(F)cc3)nc(-c3ccccc3)c2c1 | -3 | / | 12% | -14% | / | / | /
Cc1occc1C(=O)N1CCC2(CCCN(CC3CCCCC3)C2=O)C1 (stereo not given) | 11 | -25% | -5% | 51%[activator] | ? | ? | -31%
O=C(c1ccoc1)N1CCC(n2cc(-c3nc(-c4ccccc4)no3)nn2)CC1 | 11 | ? | -3% | 23% | ? | 1% | ?
CNC(=O)c1cc(C2CC2)nc2c1c(C1CCCN(C(=O)c3ccc(F)cc3)C1)nn2C (stereo not given) | -9 | ? | / | / | ? | / | /
CC(=O)Nc1ccc(CN2CCC3(CC(c4cccc(C(F)(F)F)c4)=NO3)C2)cc1 (stereo not given) | -2 | ? | -10% | -10% | ? | -2% | /
CCCCOC(=O)c1ccc(OC(=O)c2sc3ncn(Cc4cccc(F)c4)c(=O)c3c2C)cc1 | 1 | / | 0% | 14% | / | / | /
CCc1nc2nc(C)cc(Nc3ccc(OC)cc3)n2n1 | 1 | / | 0% | -15% | / | / | /
CC(=O)NC1CC2(CCN(C(=O)CCCN(C)C)CC2)c2ccccc21 (stereo not given) | 2 | i | 3% | 2% | i | 0% | /
C[C@@H](NS(C)(=O)=O)c1c(-c2ccc(F)cc2)noc1C(=O)O | 29 | -15%[138 µM] | -12%[87.6 µM] | 14%[87.6 µM] | i | -3%[88.5 µM] | 5%[172 µM]
CC(C)(C)C(=O)N1CC[C@@H](CC(=O)O)[C@@H](CCN2CCC(n3c(=O)[nH]c4ccccc43)CC2)C1 | -5 | i | 1% | -15% | i | 5% | -4%
O=C(c1nnc(COc2ccc(F)c(F)c2)n1-c1ccccc1)N1CCC[C@@H]1C(c1ccccc1)c1ccccc1 | -3 | 4.5µM* | ? | ? | ? | -3% | -16%
COCc1noc(CC2CCOC3(CCN(C(=O)c4n[nH]c5ccccc45)CC3)C2)n1 (stereo not given) | -12 | -27% | -3% | -6% | -18% | i | -6%
COc1cc(Br)cc2cc(S(=O)(=O)c3ccccc3)c(=O)oc12 | -17 | / | ? | -7% | / | / | /
COC[C@@H]1CN(Cc2cccc(C#N)c2)C[C@H]1C(=O)NC1CC1 | 4 | -17% | 10% | -5% | 0% | i | -7%
CC(C)[C@H](NC(=O)OCc1ccccc1)C(=O)N[C@H](C=O)Cc1ccccc1 | / | / | -11% | -18% | / | i | /
CCCCn1c(Oc2cccc(C(=O)OC)c2)nc2c1c(=O)n(C)c(=O)n2C | -3 | / | 19% | 27% | / | / | /
CCC(C)n1c(SCc2ccc(C(C)(C)C)cc2)nc2ccsc2c1=O (stereo not given) | 2 | / | 19% | 26% | / | / | /
CC(C)(C)CN1CCOC[C@H]1c1ncc(-c2cccc(Cl)c2)[nH]1 | 1 | 89µM* | -21%[87.6 µM] | ? | 100µM* | 1%[88.5 µM] | -8%[172 µM]
O=C1CO[C@H]2CCN(Cc3ccccc3F)CC[C@@H]2N1c1ccccc1 | -11 | -25%[138 µM] | -11%[87.6 µM] | -25%[87.6 µM] | ? | 1%[88.5 µM] | -2%[172 µM]
CC(C)NC[C@@H](O)COc1cccc2ccccc12 | -7 | / | 17%[23.9 µM] | -48%[25.6 µM] | / | -24% | /
O=C1[C@@H]2C[C@@H](O)CN2C2(CN(C3CCC(F)(F)CC3)C2)C(=O)N1Cc1ccccc1 | -10 | -8%[174 µM] | 1%[87.6 µM] | -8%[87.6 µM] | 1%[172 µM] | 5%[88.5 µM] | 3%[172 µM]
COCC1CN(C(C)=O)CC12CCN(C(=O)c1ccccc1OC)CC2 (stereo not given) | 35 | 0% | -3% | -2% | 2% | i | 9%
Cc1ccc(C(=O)NCCc2noc(-c3ccncc3)n2)cn1 | 9 | -12% | 2% | -7% | -12% | i | 39%
Cc1nc2c(c(NCCc3nc(C)c(Cl)s3)n1)CCNCC2 | 2 | 5% | 7% | -16% | 0% | -9% | -12%
N[C@H]1CN(C(=O)c2ccc(N3CCCCC3)cc2)C[C@@H]1c1ccccc1 | -4 | ? | -7% | 21% | ? | i | 0%
CN(Cc1cnc2ccccc2n1)Cc1cn[nH]c1-c1ccc(F)cc1 | -2 | -29% | 2% | 6% | -7% | -3%[11.5 µM] | -3%
O=C(NCc1noc(Cc2cccs2)n1)C1NCCc2[nH]cnc21 (stereo not given) | 10 | -15% | 2% | 4% | -8% | i | 12%
COc1ccc(S(=O)(=O)N2CCOC[C@H](Oc3ccc(C(F)(F)F)cc3)C2)cc1 | -4 | ? | -13%[87.6 µM] | -14%[87.6 µM] | ? | -7%[88.5 µM] | 15%[172 µM]
CCN1C(=O)C2CC3(CCN(C(=O)c4c[nH]c5ccccc45)CC3)CN2C1=O (stereo not given) | 7 | -26% | -3% | -11% | -15% | ? | -16%
COc1cc(CNC(=O)C2CCCCN2S(=O)(=O)c2ccc(F)cc2)cc(OC)c1OC (stereo not given) | 29 | / | -12% | -7% | / | / | /
Cc1cc2c(cc3c(=O)n(CC(=O)NCc4ccccc4Br)ncn32)s1 | -12 | / | 1% | -5% | / | / | /
Cc1cc(C)cc(Nc2sc(C(=O)c3ccccc3)c(N)c2S(=O)(=O)c2ccccc2)c1 | -8 | / | -10% | ? | / | / | /
CCC(C)NC(=O)Cn1c(-c2cccs2)cc2cc(Cl)ccc21 (stereo not given) | -11 | / | 0% | -4% | / | / | /
COc1ccc(N(C)c2nc(C)nc3ccccc23)cc1 | 3 | / | -32% | / | / | i | /
Cc1nncn1C1CCN(S(=O)(=O)c2cccc(Br)c2)CC1 | -5 | -6% | 5% | -15% | -2% | -11% | 7%
CCn1cc2nc(SCC(=O)Nc3cccc(Cl)c3C)n(Cc3ccc(Cl)cc3)c(=O)c2n1 | 9 | / | 1% | -7% | / | / | /
COC(=O)c1cc2n(n1)CCCN(C(=O)c1cc(CC(C)C)no1)C2 | -8 | ? | -5% | 29% | -22% | i | -3%
CCOc1ccc(C2c3c(-c4ccc(C)cc4)n[nH]c3C(=O)N2c2ccc(Cl)cc2)cc1 (stereo not given) | -10 | / | 12% | -5% | / | / | /
